High-throughput results as filed in PubChem BioAssay.
Growth percent in the NCI-60 one-dose screen (48 h, 10 µM unless noted): 100 = growth as untreated, 0 = no growth, -100 = all killed.
HL-60(TB): HL-60(TB) leukemia cells. hit rate 9% among 78,000; active = growth percent below 10
Numbers without * were called inactive; & = joins results of further samples; [ ] = another dose, or the depositor's remark.

structure | HL-60(TB)
COC(=O)c1ccc2c(c1)nc(-c1ccc(Cl)cc1)n2-c1cc(C(C)(C)C)[nH]n1 | 15
Nc1ccc(C(=NNc2ccc([N+](=O)[O-])cn2)c2ccc(N)cc2)cc1 | 72
Cn1c(=O)c2nc(CC(=Nc3ccc(Cl)cc3)c3ccccc3)c(=O)[nH]c2n(C)c1=O | 98
O=C(NCc1ccco1)Nc1cc(Cl)ccc1Cl | 86
C/C(=C(/c1ccccc1)c1ccc(N2C(=O)c3cccc4c(Nc5ccc(F)cc5)ccc(c34)C2=O)cc1)c1ccccc1 | 96
N#Cc1c(-c2ccc(Cl)cc2)c(C#N)c(=O)n(Cc2nc3ccccc3[nH]2)c1N | 107
C/C(=C\CCc1ccsc1)CC/C=C(\C)CCC1OC1(C)C (stereo not drawn) | 95
Cc1cccc(C(=N)c2ccccc2Cc2ccccc2)c1C | 98
Fc1ccc(Nc2ncnc3ccc(-c4cn[nH]c4)cc23)cc1Cl | 84
O=C1CS/C(=N/c2nnc(-c3ccc(O)cc3)s2)N1 | 99
O=C1CCC(N2C(=O)C(=O)c3ccccc32)N1 (stereo not drawn) | 106
CN1CCN(Cc2ccc(NC(=O)c3cncc(C#Cc4cnc5ccc(NC6CCOCC6)nn45)c3)cc2C(F)(F)F)CC1 | -45*
CC(C)(C)OC(=O)N1CCC[C@]2(C)[C@H]3CC[C@@H]4[C@H]5[C@H]6OC[C@@]5(CCC6(C)C)CC[C@@]4(C)[C@]3(C)CC[C@H]2C1(C)C | 94
O=S(=O)(CCc1ccccc1)CS(=O)(=O)CCc1ccccc1 | 81
COCCn1c(=S)sc2c(NCc3ccc(Cl)cc3)nc(-c3ccc(Cl)cc3)nc21 | 100
O=C(CN1CCN(c2cc(=O)[nH]c3ccc(F)cc23)CC1)Nc1cccc([N+](=O)[O-])c1 | 87

A second format for four compounds above:
SMILES: CC(C)(C)OC(=O)N1CCC[C@]2(C)[C@H]3CC[C@@H]4[C@H]5[C@H]6OC[C@@]5(CCC6(C)C)CC[C@@]4(C)[C@]3(C)CC[C@H]2C1(C)C
- HL-60(TB) = 94
SMILES: Fc1ccc(Nc2ncnc3ccc(-c4cn[nH]c4)cc23)cc1Cl
- HL-60(TB) = 84
SMILES: O=C1CS/C(=N/c2nnc(-c3ccc(O)cc3)s2)N1
- HL-60(TB) = 99
SMILES: COCCn1c(=S)sc2c(NCc3ccc(Cl)cc3)nc(-c3ccc(Cl)cc3)nc21
- HL-60(TB) = 100

Additional records follow.
structure | HL-60(TB)
Cc1[nH]c2ccccc2c1CCCO | 184
C(=Nc1ccc(-c2ccc(N=Cc3ccccc3)cc2)cc1)c1ccccc1 | 107
CS(=O)(=O)c1ccc(-c2cc3c(Nc4ccc(F)c(Cl)c4)ncnn3c2)cn1 | 70
CCOc1ccc(CO)cc1 | 100
O=c1c2cc(Br)cc(Br)c2nc(-c2ccc(Cl)cc2)n1/N=C/c1cccc(F)c1 | 71
C=CC[PH+](c1ccccc1)c1ccccc1.C=CC[PH+](c1ccccc1)c1ccccc1.[Cl][Pt][Cl] | -19*
Cc1cccc(OP(=O)(Oc2cccc(C)c2)Oc2cccc(C)c2)c1 | 67
CSC(=N\N=C(/C)c1ccc(Br)cc1)/N=C/N(C)C | 72
COc1cc(C(=O)NNC2CCC(=O)N2)cc(OC)c1OC (stereo not drawn) | 110
CC(C)CC(=O)c1ccco1 | 99
CCOC(=O)/C(=C\c1ccccc1)C(=O)O | 104
CC(=O)C1=NN(c2ccccc2)C2NC(=O)/C(=C\c3cn(-c4ccccc4)nc3-c3cc4ccccc4o3)C(=O)N12 (stereo not drawn) | 102
O=C(Nc1ccc2ccccc2c1)OC1CCS(=O)(=O)C1 (stereo not drawn) | 90
CCC(=O)c1cc2cccc(OC3OC(C(=O)O)C(O)C(O)C3O)c2c(O)c1C(C)=O (stereo not drawn) | 104
COC(=O)Cc1cc(O)cc2oc(-c3ccc(O)c(O)c3)cc(=O)c12 | 114
Nc1ncc2[nH]c(N)nc2n1 | 111
O[C@H]1CO[C@H]2[C@@H]1OC[C@@H]2Oc1ccc(Nc2ncnc3ccsc23)cc1Cl | 95
COc1ccc(Nc2cnc3cc(NS(=O)(=O)c4ccc(C)cc4)ccc3n2)cc1 | 70
COc1ccc(CCN(CC(=O)N(CC(N)=O)C2CCC[C@@H]2OCc2ccccc2)C(=O)CN(C(=O)CN(CCc2ccc(Cl)cc2)C(=O)CN(C(=O)CN(C)Cc2ccccc2F)[C@H](C)C2CCCCC2)[C@H](C)C2CCCCC2)cc1OC (stereo partly drawn) | -24*
COc1ccc(-c2nc(-c3nc4cc(Cl)c(Cl)cc4[nH]3)c3ccccn23)cc1 | 100
CC1[C@H]2[C@H](C[C@H]3[C@@H]4CC=C5c6sc(Nc7ncccn7)nc6CC[C@]5(C)[C@H]4CC[C@@]32C)O[C@]12CC[C@@H](C)CO2 (stereo partly drawn) | 44
COc1cc2c(cc1OC)-c1cc(OC)c(OC)cc1C(CN(C)C)C2 (stereo not drawn) | 70[100 µM]
COc1ccc2cc(-c3cnc4nonc4n3)ccc2c1 | -12*
O=C(Nc1cccc(-n2cc(-c3ccncc3)c(-c3cc(O)cc(Cl)c3)n2)c1)c1ccc(N2CCOCC2)c(C(F)(F)F)c1 | -46*
Cc1cc2cc3n(c2nn1)N=C(Cl)CC3 | 95
COc1ccc(Nc2nc(/N=C/c3cc(OC)c(OC)c(OC)c3)n[nH]2)cc1 | 88
C[C@H]1[C@H](C)CC[C@]2(CO)CC[C@]3(C)C(=CC[C@@H]4[C@@]5(C)CCCNC(C)(C)[C@@H]5CC[C@]43C)[C@H]12 | -55*
COc1ccc([N+](=O)[O-])cc1OC | 99&86
Cc1cc(C)cc(C(=O)c2cc(Cl)ccc2OCCn2c(=O)ccn(CCOc3ccc(C(C)(C)C)cc3)c2=O)c1 | 68
CN(C)N=Nc1ccccc1Cl | 61
O=C1c2ccccc2C(=O)N1OCCCN1C(=O)c2ccccc2S1(=O)=O | 107
COc1ccccc1/C=C1\Oc2cc(O)ccc2C1=O | 101
CCCc1cc(O)c2c3c(c(=O)oc2c1)CN(C)CC3 | 6.0*
Clc1ccc(C(/C=C/c2sc(Cl)nc2Cl)=N/Nc2cc(Cl)cc(Cl)c2)cc1 | 99
CCOC(=O)c1cnn(-c2nc(-c3ccc(F)cc3)c(C#N)c(N3CCOCC3)n2)c1N | 93
Nc1ccn(C2CC(O)C(CO)O2)c(=O)n1 (stereo not drawn) | 86
Nc1nc(N)c(-c2ccc(Cl)c(Cl)c2)c(CBr)n1 | 60
CCOC(=O)c1cn(CC(=O)c2ccccc2)c2nc(NCc3ccc(OC)c(OC)c3)nn2c1=O | 98
CNS(=O)(=O)c1cc(Br)ccc1Br | 77
COC(=O)/C=C/c1cc(OC(C)=O)c2c(c1)C(C(=O)OC)C(c1ccc(OC(C)=O)c(OC(C)=O)c1)O2 (stereo not drawn) | -35*
CC1CN(CCCCO)CCN1 (stereo not drawn) | 103
COc1cc(/C=C2\CN(C(=O)OC(C)(C)C)C/C(=C\c3ccc(O)c(OC)c3)C2=O)ccc1O | 97
N#CC1(C(N)=O)OC12CCS(=O)(=O)c1ccccc12 (stereo not drawn) | 111
O=C(/C=C/c1ccc(Cl)cc1Cl)c1nc2ccccc2n1Cc1ccc(Br)cc1 | 60
O=P(CCl)(N1CC1)N1CC1 | 117
N#C/C(=C\c1ccc[nH]1)c1cc(-c2ccc(Cl)cc2)nn1-c1ccccc1 | 47
FC(F)(F)c1ccc2nc(-c3nnc(-c4ccccc4)o3)c(Cl)nc2c1 | 108
CCOC(=O)C(N=Nc1nn[nH]n1)C(C)=O (stereo not drawn) | 104
CCCc1cc(=O)n2c(C(=O)Nc3ccc(F)cc3)c(C(=O)Nc3ccc(F)cc3)sc2n1 | 106[30 µM]
COC(=O)/C=C1/SC(=Nc2ccc([N+](=O)[O-])cc2)N(CCc2c[nH]c3ccc(O)cc23)C1=O | 32
CCS(=O)(=O)Nc1ccc(-c2ccc(NNC(=O)c3ccccc3)nn2)cc1 | 104
N=c1ncn(C2CCOC2=O)c2nc[nH]c12 (stereo not drawn) | 102
CN1CCN(Cc2ccc(NC(=O)c3cncc(C#Cc4c(N)ncc5c(F)cccc45)c3)cc2C(F)(F)F)CC1 | -60*
C/C=C1/CN2CCc3c([nH]c4ccccc34)C2CC1C(Cc1c[n+]2c(c3[nH]c4ccccc4c13)CC1C(C(=O)OC)=COC(C)C1C2)C(=O)OC (stereo not drawn) | 97
O=C(N=Nc1c(O)[nH]c2c(Br)cc(Br)cc12)Nc1ccc(Cl)cc1 | 64
CCCCCCCCCCCCCCCCCCOc1ccc(CC(=O)OCCC[N+](C)(C)C)cc1 | 62

(cont.)
structure | HL-60(TB)
COP(=O)(OC)C(O)c1ccccc1 (stereo not drawn) | 80
CCOC(=O)C1C2c3ccccc3C(c3ccccc32)C1C(=O)OCC (stereo not drawn) | 100&101
C[C@]12CC[C@@H]3c4ccc(O)cc4CC[C@H]3[C@@H]1CC[C@@H]2OC(=O)CCC1CCCC1 | 94
OCC(O)C(O)C1OC(O)C(O)C(O)C1O (stereo not drawn) | 117
CCCCc1[nH]nc(-c2n[nH]c(CCCC)c2C)c1C | 73
CCCCOC(=O)c1cc(=O)[nH]c(=O)[nH]1 | 99
OCCN1CCCCCC1 | 112
Cc1oc(-c2ccccc2)cc1C(=O)Nc1ccc(F)cc1 | 98

Pulled by structure from the entries so far, five records:
structure | HL-60(TB)
C[C@]12CC[C@@H]3c4ccc(O)cc4CC[C@H]3[C@@H]1CC[C@@H]2OC(=O)CCC1CCCC1 | 94
Cc1oc(-c2ccccc2)cc1C(=O)Nc1ccc(F)cc1 | 98
CCOC(=O)C1C2c3ccccc3C(c3ccccc32)C1C(=O)OCC (stereo not drawn) | 100&101
OCC(O)C(O)C1OC(O)C(O)C(O)C1O (stereo not drawn) | 117
COP(=O)(OC)C(O)c1ccccc1 (stereo not drawn) | 80

Carrying on:
structure | HL-60(TB)
C[C@H]1[C@@H]2[C@H]3CC[C@@H]4[C@@]5(C)C/C(=C/c6ccc(C(F)(F)F)cc6)C(=O)C(C)(C)[C@@H]5CC[C@@]4(C)[C@]3(C)CC[C@]23COC1(C)[C@@H](C(=O)/C=C\c1ccc(C(F)(F)F)cc1)C3 | 98
CCCN(CCC)/N=C/c1c2c(O)c3c(O)c(C)c4c(c3c1O)C(=O)C(C)(O/C=C/C(OC)C(C)C(OC(C)=O)C(C)C(O)C(C)C(O)C(C)/C=C/C=C(C)C(=O)N2)O4 (stereo not drawn) | 67
CCc1ccc(Nc2n[nH]c(-c3cccs3)c2C#N)cc1 | 73
Nc1nccc(OCCO)n1 | 89
COc1cc2c(c(OC)c1OC)C(=O)CC(c1cccc(C(=O)Nc3cccnc3)c1)O2 (stereo not drawn) | 95
COc1ccc2[nH]c(O)c(N=Nc3nc(-c4ccc(C#N)cc4)cs3)c2c1 | 84
COc1ccc2oc(=O)c(-c3csc(N/N=C(\C)c4cc(OC)c(OC)c(OC)c4)n3)cc2c1 | 107
O=C(CNc1nnc(-c2ccc(Cl)cc2)o1)Nc1ccc(-c2nc3ccccc3s2)cc1 | 94
CCN(CC)CCOc1ccc(O)cc1 | 102
CCCCCCCCc1ccc(C(=O)Nc2cccc(O)c2)cc1 | 56
O=C1CC(=O)N(c2nnc(/C=C/c3ccco3)c(=O)[nH]2)N1 | 46
CCCCC[C@H]1C/C=C2/C(=O)C(Cl)=C[C@@H]2C/C=C\CCCC(=O)O[C@@H](CCCCC)C/C=C2/C(=O)C(Cl)=C[C@@H]2C/C=C\CCCC(=O)O1 | -19*
CC/C(=C(\c1ccc(OCCN2CCCCC2)cc1)c1ccc(OC(=O)c2ccccc2)cc1)c1ccc(OC)cc1 | 85
COc1ccc2sc3c(NCCCN)nc4ccccc4c3c(=O)c2c1 | 2.2*
CCCSc1nc2ccc(C)cc2cc1/C=N/O | 101
O=C(c1ccccc1)C(O)c1ccccc1 (stereo not drawn) | 104
Clc1ccc(-c2cc3ccccc3c3nc4ccccc4nc23)cc1Cl | 99
CC(C)CCC[C@@H](C)[C@H]1CC[C@H]2[C@@H]3CC=C4c5sc(Nc6ccccc6F)nc5CC[C@]4(C)[C@H]3CC[C@]12C | 100
NC(=O)c1nccc2ccccc12 | 103
O=C(O)Cc1ccc(O)cc1 | 87&102
OC1C=CC2CC1(O)C1CCCCN1O2 (stereo not drawn) | 108
CCOC(=O)Oc1c(OC)cc(C(=O)c2ccc(OC)c(OC(=O)CCl)c2OC)cc1OC | -31*
CN1C(=O)N(C)C2C1NN=c1s/c(=C\c3cccc([N+](=O)[O-])c3)c(=O)n12 (stereo not drawn) | 63
CC(C)OC(=O)Nc1cc(F)cc(C(F)(F)F)c1F | 107
CCn1cc(-c2cnc3nonc3n2)cn1 | 71
CSc1ncc(Br)c(Nc2ccc(C)cc2)n1 | 83
CN(C)CCN1CCCC(CC2(C(F)(F)F)N=N2)C1 (stereo not drawn) | 94
COc1cc(OC)c2c(c1)nc(-c1ccccc1)c1c(=O)n(C)c(=O)n(C)c12 | 102
COc1cc2nc(Cl)nc(Nc3cccc(C(=O)/C=C/c4cc(OC)c(OC)c(OC)c4)c3)c2cc1OC | 77
CC(C)(C)CC(C)(C)n1nnnc1C(Nc1ccccc1)c1cc2cccc3ccc4cccc1c4c32 (stereo not drawn) | 101
Cc1nn(-c2nc(-c3cc4ccccc4oc3=O)cs2)c(C)c1N=Nc1ccccc1 | 101
O=C(c1ccc(OCCN2CCCCC2)cc1)c1c(-c2ccc(OS(=O)(=O)c3cccc4cccnc34)cc2)sc2cc(OS(=O)(=O)c3cccc4cccnc34)ccc12 | 106
COc1cc(-c2nc(SCCCCC(=O)NO)[nH]c(=O)c2C#N)cc(OC)c1OC | 115
CCC(=O)c1ccc(NC(=S)Nc2ccccc2)cc1 | 100
Nc1ccc2oc3nccc(NCc4cccc(Br)c4)c3c2c1 | 65

Not all compounds are listed; count on the stated rates, not on these rows.
